Compound activity as filed in PubChem BioAssay.
NCI-60 one-dose screen, 48 h, at 10 µM unless noted. Numbers give growth in % (100 = growth as untreated, 0 = no growth, -100 = all killed).
UACC-257 = UACC-257 melanoma | 78,000 tested, 4.4% active | AID 1794764
UACC-62 = UACC-62 melanoma. 81,000 tested, 5.4% active. AID 1794756
MALME-3M = MALME-3M melanoma; 78,000 tested, 5.8% active; AID 1794766
SK-MEL-28 = SK-MEL-28 melanoma. 81,000 tested, 4.1% active. AID 1794761
MDA-MB-435 = MDA-MB-435 melanoma | 82,000 tested, 7.8% active | AID 1794794
SK-MEL-2 = SK-MEL-2 melanoma; 77,000 tested, 4.7% active; AID 1794763
LOX IMVI = LOX IMVI melanoma; 79,000 tested, 7.4% active; AID 1794757
SK-MEL-5 = SK-MEL-5 melanoma | 80,000 tested, 6.4% active
* = called active by the depositor; x = no result given; & = joins results of further samples; [ ] = remark or other dose. Rule for the calls: active = growth percent below 10; inactive = the rest.

Value order – UACC-257	UACC-62	MALME-3M	SK-MEL-28	MDA-MB-435	SK-MEL-2	LOX IMVI	SK-MEL-5
N#CCCN1N=C(c2ccc(Cl)cc2)OC(c2ccccc2)C1=O (configuration not stated)
  91	x	99	103	101	96	93	94
Nc1c(C(=O)c2ccc(Cl)cc2)sc(Nc2ccccc2)c1-c1nc2ccccc2s1
  59	7.9*	21	43	17	39	18	55
NC(N)=Nc1ccc(Cc2ccc(N=C(N)N)cc2)cc1
  94	92	99	111	107	89	97	98
CSc1ncc(Br)c(NCc2ccccc2Cl)n1
  94	79	102	109	106	101	95	96
CC(=O)c1c(C)c[nH]c1C
  118	106	110	98	117	102	102	103
CCN1CCN(Cc2ccc(C(=O)Nc3cccc(-c4cn(-c5ccc(S(N)(=O)=O)cc5)nn4)c3)cc2C(F)(F)F)CC1
  106	97	86	103	101	118	x	94
CC(CCCCl)CNC(C)C (configuration not stated)
  97	103	103	103	95	98	102	111
Nc1ccn(C2OC(CO)C(O)C2O)c(=O)n1 (configuration not stated)
  x	x	x	110&105&58	x	x	x	x
COc1ccc2nc(-c3ccc(NC(=O)/C=C/c4ccc(OC)c(OC)c4)cc3)sc2c1
  109	96	98	107	98	78	94	98
COc1ccc(-c2cc(-c3cc(C(=O)c4ccc(Br)cc4)n4cc(C)cc(C)c34)nc(N)c2C#N)cc1OC
  114	93	133	112	109	100	96	97
COc1cccc2c1OC13Oc4c(cccc4OC)C=C1CCCCC3=C2
  88	70	82	102	92	104	89	96
CCOP1(=O)OCCN(C)C(=O)C1NC(=O)c1ccccc1 (configuration not stated)
  93	106	101	108	108	128	x	94
c1ccc2c[n+](CCCCC[n+]3ccc4ccccc4c3)ccc2c1
  98	87	x	118	107	107	96	89
CCCCCN(CCCC)Cc1ccccc1
  97	98	99	102	101	x	97	100
N#CC1(Nc2ccccc2)CCCCC1
  108	92	107	106	102	109	108	93

3 of the compounds above, tab-delimited.
compound	UACC-257	UACC-62	MALME-3M	SK-MEL-28	MDA-MB-435	SK-MEL-2	LOX IMVI	SK-MEL-5
COc1cccc2c1OC13Oc4c(cccc4OC)C=C1CCCCC3=C2	88	70	82	102	92	104	89	96
CCOP1(=O)OCCN(C)C(=O)C1NC(=O)c1ccccc1 (configuration not stated)	93	106	101	108	108	128	x	94
c1ccc2c[n+](CCCCC[n+]3ccc4ccccc4c3)ccc2c1	98	87	x	118	107	107	96	89

Following part.
Value order – UACC-257	UACC-62	MALME-3M	SK-MEL-28	MDA-MB-435	SK-MEL-2	LOX IMVI	SK-MEL-5
Nc1nonc1-c1nc2ccc(Cl)cc2[nH]1
  110	98	120	108	99	107	103	91
Nc1cccc2cccc([N+](=O)[O-])c12
  100	99	111	96	108	98	105	111
Brc1ccc(-c2nnc3c4[nH]ccc4ncn23)cc1
  109	72	101	114	98	92	85	93
CC(=O)OCC1O[C@@H](OC(C)=O)[C@@H](NC(=O)NS(=O)(=O)c2ccc(Cl)cc2Cl)C(OC(C)=O)[C@@H]1OC(C)=O (some centres not stated)
  114	97	96	99	106	103	97	106
COc1ccc2c(c1)/C(=C/c1ccc(OCC(=O)c3ccccc3)cc1)C(=O)N2
  114	75	113	106	107	104	80	99
O=C(/C=C/c1ccccc1C(F)(F)F)c1c(O)c2ccccc2oc1=O
  91	76	86	104	84	100	x	87
CN(C)c1ccc(/C=C2/C=C(c3ccc4c(c3)CCCC4)OC2=O)cc1
  128	94	98	127	108	116	99	94
O=C(O)CCCN1C(=O)/C(=C/c2cn(-c3ccccc3)nc2-c2ccc([N+](=O)[O-])cc2)SC1=S
  85	47	52	49	49	78	46	53
COc1ccc(C/C(C)=C(\c2ccc(OCCN3CCCCCC3)cc2)c2ccc(OC(=O)C3CCCCC3)cc2)cc1
  77	63	66	67	69	82	67	65
COc1cccc(/C=N/NC(=O)c2cnn3c2NC(c2ccccc2)C3)c1Oc1ccccc1 (configuration not stated)
  86	62	75	79	2.0*	66	85	73
O=C1/C(=C/c2cn(-c3ccccc3)nc2-c2ccccc2)SC(=S)N1c1ccc(Cl)cc1
  90	57	95	74	74	97	63	78
COCCOC(=O)Cc1ccc(OC)c(OC)c1
  93	99	90	105	107	73	94	101
CC1CC(C)(C)NC2(CCCC2)N1 (configuration not stated)
  103	99	120	122	108	105	102	104
O=C(O)c1ccccc1C(=O)OCC1CCC(=NO)CC1 (configuration not stated)
  94&100	102&96	105&105	104&106	99&105	106&120	95&101	98&108
O=C(O)c1cn(C2CC2)c2cc(N3CCN(Cn4nc(-c5ccccc5Cl)oc4=S)CC3)c(F)cc2c1=O
  94	99	98	107	103	113	98	101

Further compounds:
Value order – UACC-257	UACC-62	MALME-3M	SK-MEL-28	MDA-MB-435	SK-MEL-2	LOX IMVI	SK-MEL-5
CCOc1ccc(N=Cc2ccccc2O)cc1
  94&103	99&97	102	111&114	100&105	100&105	94&97	105&104
CC1C(Br)C(=O)NC(=O)N1Cc1ccccc1 (configuration not stated)
  100	97	94	97	94	104	95	100
NS(=O)(=O)c1cccc(Nc2nc(SCC(=O)c3ccc([N+](=O)[O-])cc3)nc3c2CCC3)c1
  99	83	104	102	97	x	86	56
C[C@@H]1C[C@@]2(C)C(=CC1=O)CC[C@@H]1[C@@H]2[C@@H](O)C[C@@]2(C)[C@H]1CC[C@]2(O)C(=O)CO
  111	102	x	110	97	109	97	95
CC(C)[N+](C)(CCOC(COc1ccccc1)COc1ccccc1)C(C)C
  79	79	105	97	92	87	96	87
C=CCCNC(=S)SCC(NC(=O)CCC(N)C(=O)O)C(=O)NCC(=O)O (configuration not stated)
  97	98	103	112	99	103	95	101
N#Cc1c(-c2ccc(F)cc2)n2c(nc1=O)SC(=O)C2
  97	96	103	108	104	114	98	106
CC1(O)c2ccccc2-c2ccccc2C1(C)O (configuration not stated)
  103	106	110	100	100	112	97	109
O=C(CCc1nnc(SCc2ccccc2)s1)c1nc2ccccc2[nH]1
  111	85	84	108	102	x	81	99
Cc1cc(Nc2nc(C(=O)Nc3ccccc3)nc3ccccc23)n[nH]1
  83	60	61	69	65	45	54	59
CC1=CC(C)=Nc2ccc(Cl)cc2N1
  104	103	97	124	107	109	91	x
OC1(c2cccc3ccccc23)c2ccccc2-c2ccccc21
  106	97	84	106	99	91	97	96
CCCCC(=O)OCCc1ccccc1
  93	x	111	112	94	98	101	109
CN(/N=C/c1ccc(N(C)C)cc1)C(=O)c1ccccc1N
  92	83	107	95	82	111	71	94
COc1cccc2c(=O)c3c(sc12)c(Cl)nc1ccccc13
  104	83	107	116	108	107	93	x

Part of the list above, with tabs:
structure	UACC-257	UACC-62	MALME-3M	SK-MEL-28	MDA-MB-435	SK-MEL-2	LOX IMVI	SK-MEL-5
O=C(O)c1ccccc1C(=O)OCC1CCC(=NO)CC1 (configuration not stated)	94&100	102&96	105&105	104&106	99&105	106&120	95&101	98&108
O=C(O)c1cn(C2CC2)c2cc(N3CCN(Cn4nc(-c5ccccc5Cl)oc4=S)CC3)c(F)cc2c1=O	94	99	98	107	103	113	98	101
CCOc1ccc(N=Cc2ccccc2O)cc1	94&103	99&97	102	111&114	100&105	100&105	94&97	105&104
CC1C(Br)C(=O)NC(=O)N1Cc1ccccc1 (configuration not stated)	100	97	94	97	94	104	95	100
NS(=O)(=O)c1cccc(Nc2nc(SCC(=O)c3ccc([N+](=O)[O-])cc3)nc3c2CCC3)c1	99	83	104	102	97	x	86	56
C[C@@H]1C[C@@]2(C)C(=CC1=O)CC[C@@H]1[C@@H]2[C@@H](O)C[C@@]2(C)[C@H]1CC[C@]2(O)C(=O)CO	111	102	x	110	97	109	97	95
CC(C)[N+](C)(CCOC(COc1ccccc1)COc1ccccc1)C(C)C	79	79	105	97	92	87	96	87
C=CCCNC(=S)SCC(NC(=O)CCC(N)C(=O)O)C(=O)NCC(=O)O (configuration not stated)	97	98	103	112	99	103	95	101
N#Cc1c(-c2ccc(F)cc2)n2c(nc1=O)SC(=O)C2	97	96	103	108	104	114	98	106
CC1(O)c2ccccc2-c2ccccc2C1(C)O (configuration not stated)	103	106	110	100	100	112	97	109
O=C(CCc1nnc(SCc2ccccc2)s1)c1nc2ccccc2[nH]1	111	85	84	108	102	x	81	99
Cc1cc(Nc2nc(C(=O)Nc3ccccc3)nc3ccccc23)n[nH]1	83	60	61	69	65	45	54	59
CC1=CC(C)=Nc2ccc(Cl)cc2N1	104	103	97	124	107	109	91	x
OC1(c2cccc3ccccc23)c2ccccc2-c2ccccc21	106	97	84	106	99	91	97	96
CCCCC(=O)OCCc1ccccc1	93	x	111	112	94	98	101	109
CN(/N=C/c1ccc(N(C)C)cc1)C(=O)c1ccccc1N	92	83	107	95	82	111	71	94
COc1cccc2c(=O)c3c(sc12)c(Cl)nc1ccccc13	104	83	107	116	108	107	93	x

Carrying on:
Value order – UACC-257	UACC-62	MALME-3M	SK-MEL-28	MDA-MB-435	SK-MEL-2	LOX IMVI	SK-MEL-5
N#Cc1c(NN)nc2c(c1C#N)CCCC2
  95	96	114	107	107	97	93	102
CCCCn1c(C)nc2cc(Nc3nc(N4CCOCC4)nc4nc[nH]c34)ccc21
  103	66	97	105	103	x	56	76
Clc1nc2ccccc2nc1N1CCOCC1
  100	98	101	117	104	95	100	105
C/C(Cc1ccc(Cl)cc1)=C(/c1ccccc1)c1ccc(OCCN)cc1
  106	92	88	96	95	x	98	99
O=c1[nH]c(-c2ccncc2)nc2sc3c(c12)CCCCCC3
  x	88	64	101	78	x	83	x
CCN(CC)c1ccc(CN(CC(=O)c2ccc(Cl)c(Cl)c2)Cc2ccccc2)cc1
  112	91	108	110	106	97	94	98
CC(C)N=C(N)/N=C(/N)Nc1ccc(Cl)cc1
  87	88	93	102	99	103	91	86
COc1ccc2oc(=O)cc(/C=N\Nc3nc(-c4ccc(Cl)cc4Cl)cs3)c2c1
  91	89	102	104	99	106	92	94
CN=C(NC)NCc1ccccc1
  100	112	116	117	109	116	100	114
Nc1ccc(S(=O)(=O)Nc2ncc(O)cn2)cc1
  93	92	78	130	104	94	98	95
CC1CCCCN1CCOc1ccccc1Cc1ccccc1 (configuration not stated)
  93	100	100	99	101	114	88	91
S=c1[nH]nc(-c2cc(-c3ccncc3)n(-c3ccccc3)n2)n1-c1ccccc1
  111	101	115	114	109	101	105	101
O=[N+]([O-])c1ccc(/C=C/C=C/c2ccccc2)cc1
  102	102	92	104	104	111	96	102
CCC(=O)c1cc([N+](=O)[O-])c(Br)s1
  96	105	91	110	97	106	-41*	99
CCN(CC)CCCC(C)Nc1c(-c2ccccc2)cnc2cc(Cl)ccc12 (configuration not stated)
  -27*	97	-6.8*	15	38	35	19	55

Next part:
Value order – UACC-257	UACC-62	MALME-3M	SK-MEL-28	MDA-MB-435	SK-MEL-2	LOX IMVI	SK-MEL-5
COc1cc(O)c(C(C)=O)c(OC)c1
  102	101	120	113	110	112	104	105
Clc1ccccc1-c1nc(-c2c[nH]c3ncccc23)cs1
  117[100 µM]	81[100 µM]	78[100 µM]	98[100 µM]	62[100 µM]	109[100 µM]	91[100 µM]	82[100 µM]
CNc1nc2ncn(C)c2c(=O)[nH]1
  x	78	99	103	95	94	72	101
Cc1nc(-n2[nH]c(=O)ccc2=O)sc1N=Nc1ccc(Cl)cc1
  97	95	95	104	103	106	89	99
C/C(=N/NC(=S)NC1CCCCC1)c1sc(Nc2cccc(C)c2)nc1C
  98	76	109	92	100	92	91	92
Nc1ncn(C(=S)Nc2ccccc2)n1
  114	103	89	108	116	107	104	108
Nc1c(C(=O)Nc2cccnc2)sc2nc3c(cc12)CCCC3
  93	88	108	80	89	95	100	93
O=C(Nc1cccc2cccnc12)c1cc(C(=O)c2ccc(Br)cc2)n2ccccc12
  99	107	106	102	102	100	107	98
Cc1ccc(N2CCN(C(=S)c3cccs3)CC2)cc1
  101	90	100	102	109	95	116	95
COc1cc2c(c(OC)c1OC)C1(CCCO1)c1cc3c(c(OC)c1-2)OCO3 (configuration not stated)
  109	93	111	104	101	110	97	99
CCCCCNc1ncnc2[nH]ncc12
  108	101	100	97	102	105	104	101
CNC(=O)c1cccc(N2CCc3c2ccc(NC(=O)Nc2ccccc2)c3F)c1
  101	82	103	93	98	107	101	92
Cc1ccc(N(C(=O)CCc2c[nH]c3ccccc23)[C@H](C(=O)Nc2cccc([N+](=O)[O-])c2)c2ccc(O)cc2)cc1
  93	92	105	119	107	104	87	95
Cn1c(=O)c2[nH]c(SC/C(=N/O)c3ccc([N+](=O)[O-])cc3)nc2n(C)c1=O
  95	97	119	102	103	113	102	99
COC(=O)C1(C)CCc2c(ccc3ccccc23)C1=O (configuration not stated)
  97	x	99	107	99	100	102	102
CCCN(CCC)c1ccc(N=Nc2cc(Cl)ccc2Cl)cc1
  103	92	106	111	107	103	109	113
CCCCCCCCCCCCCC(=O)C(C)N (configuration not stated)
  92	-71*	78	74	78	72	-80*	90
